Assay outcomes (PubChem BioAssay)
RGS4 inh: Inhibitors of Regulator of G Protein Signaling (RGS) 4: qHTS; Regulator of G-protein signaling 4 (Homo sapiens), P49798; Transcreener GDP fluorescence polarization, RGS4-accelerated GTP hydrolysis; Potency, µM (titrated, usually from 114 µM), for inactives: at the top dose activity change, negative = inhibition, most hits filed as inhibitors; 390,000 compounds, 0.039% hits; AID 504845, 2011; further: potency means the concentration at half of the fitted maximal effect; on the % scale 0 is the no-effect control and ±100 the full control effect; nearly all actives have a fitted effect of over 75% in size; some results filed as inactive show a strong effect at the top dose
Target sequence (P49798 whole entry, looked up): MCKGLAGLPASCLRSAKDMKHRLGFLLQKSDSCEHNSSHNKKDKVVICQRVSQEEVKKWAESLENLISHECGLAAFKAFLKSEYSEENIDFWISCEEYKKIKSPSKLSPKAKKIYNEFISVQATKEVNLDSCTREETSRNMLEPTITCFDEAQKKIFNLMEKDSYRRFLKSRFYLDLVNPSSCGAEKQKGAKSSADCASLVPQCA
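MLSMR compounds (23 nl, pin-transferred) preincubated 10 min at room temperature with a 500nM (2x) first reagent, then RGS4 at 900nM (2x) plus Transcreener GDP mix added; fluorescence polarization (620/688 nm) read before and after 90 min at 30 °C.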
USP1-UAF1 inh: Inhibitors of USP1/UAF1: Primary Screen. AID 743255, 2014. Ubiquitin carboxyl-terminal hydrolase 1 (Homo sapiens), O94782. 390,000 compounds, 0.23% hits. Potency, µM (top dose mostly 57.1 µM), inactives show top-dose activity change, negative = inhibition, hits mostly inhibitors. recombinant USP1/UAF1, Ub-Rhodamine cleavage fluorescence; further: potency means the concentration at half of the fitted maximal effect; on the % scale 0 is the no-effect control and ±100 the full control effect; nearly all actives have a fitted effect of over 60% in size; inactives centre near -12
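USP1/UAF1 complex at 1 nM was preincubated with compound for 15 min at room temperature, then Ub-Rho substrate (150nM final) was added. Fluorescence (480/540 nm) was read kinetically, 6 reads every 60 seconds.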
TrxR1 inh: qHTS Assay for Inhibitors of Mammalian Selenoprotein Thioredoxin Reductase 1 (TrxR1): qHTS; Thioredoxin reductase 1, cytoplasmic (Rattus norvegicus), O89049; recombinant rTrxR1, NADPH fluorescence consumption, selenite substrate; Potency, µM (top dose mostly 114 µM), without a hit: at the highest dose activity change, negative = inhibition, usual class: inhibitors; 390,000 compounds, 1% hits; further: potency means the concentration at half of the fitted maximal effect; on the % scale 0 is the no-effect control and ±100 the full control effect; nearly all actives have a fitted effect of over 65% in size
Target sequence (O89049 whole entry, looked up): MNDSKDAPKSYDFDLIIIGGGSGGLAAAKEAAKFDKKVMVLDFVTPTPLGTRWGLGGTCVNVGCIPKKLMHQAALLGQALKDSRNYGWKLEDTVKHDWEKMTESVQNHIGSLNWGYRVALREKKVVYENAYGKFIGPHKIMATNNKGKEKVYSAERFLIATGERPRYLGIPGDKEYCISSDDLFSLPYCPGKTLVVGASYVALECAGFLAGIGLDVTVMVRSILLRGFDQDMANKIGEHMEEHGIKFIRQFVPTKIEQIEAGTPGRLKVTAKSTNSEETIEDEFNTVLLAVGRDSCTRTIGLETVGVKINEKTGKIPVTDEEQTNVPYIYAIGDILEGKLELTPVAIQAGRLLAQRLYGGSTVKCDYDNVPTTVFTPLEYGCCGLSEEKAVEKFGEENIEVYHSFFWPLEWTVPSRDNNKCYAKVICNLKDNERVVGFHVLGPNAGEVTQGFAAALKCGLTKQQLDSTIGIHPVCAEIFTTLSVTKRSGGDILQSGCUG
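Rat TrxR1 (90 nM in the dispensed reagent) was pre-reduced with 400 uM NADPH for 5 min at room temperature, then incubated with compound for 15 min. After 400 uM selenite was added, NADPH fluorescence (Ex 340/Em 450 nm) was followed for 8 min.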
LDHA inh: qHTS assay for inhibitors of human lactate dehydrogenase; L-lactate dehydrogenase A chain (Homo sapiens), P00338; purified LDHA, NADH/diaphorase-resazurin fluorescence; active compounds read low; activity change, % (values are at about 110 or 230 µM); 480,000 compounds, 0.15% hits; AID 1347041, 2019; in the data active means activity change below about -30%; inconclusive means mostly about -25% to -30%;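 further: plate controls were DMSO wells for no effect and wells without enzyme for full effect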
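Human LDH5 (2 nM) was incubated with 0.06 mM NADH and 0.2 mM pyruvate for 5 min at room temperature in Tris pH 7.4. Remaining NADH was coupled through diaphorase/resazurin, and resorufin fluorescence was read at 0 and 20 min.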
Vif-A3F inh: qHTS for Inhibitors of Vif-A3F Interactions: qHTS; HeLa A3F-eYFP + Vif (tagged APOBEC3F with the HIV-1 protein that degrades it), YFP fluorescence increase; Potency, µM (top dose mostly 46.1 µM), for the others: top-dose activity, negative = active; 390,000 compounds, 0.2% hits; AID 602313, 2012; further: potency means the concentration at half of the fitted maximal effect; % of control where 0% means no effect; nearly all actives have a fitted effect of over 65% in size
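HeLa cells stably expressing A3F-eYFP plus Vif, plated and incubated overnight at 37 deg C, then exposed to compounds overnight at 37 deg C. Blocked degradation read as raised yellow fluorescence (Ex 488/Em 500-530).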
TrxR1 substrate: qHTS Assay for Substrates of Mammalian Selenoprotein Thioredoxin Reductase 1 (TrxR1): qHTS; purified TrxR1 substrate turnover, NADPH consumption readout; Potency, µM (titrated, usually from 114 µM), without a hit: at the top dose activity change, negative = substrate turnover; 390,000 compounds, 0.01% hits; AID 588456, 2011; further: potency means the concentration at half of the fitted maximal effect; on the % scale 0 is the no-effect control and ±100 the full control effect; nearly all actives have a fitted effect of over 50% in size
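Rat TrxR1, dispensed at 90 nM, was prereduced with 400 uM NADPH (final) for 5 min at ~22 deg C, then incubated with compound 15 min before 400 uM selenite. A first-read NADPH fluorescence drop versus no-compound background flagged substrates.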
Vif-APOBEC3G blk: qHTS for Inhibitors of Vif-A3G Interactions: qHTS; HeLa A3G-eYFP + Vif (tagged APOBEC3G with the HIV-1 protein that degrades it), YFP fluorescence, overnight; Potency, µM (doses to about 46.1 µM), for inactives: at the highest dose activity, negative = active, usual class: inhibitors; 410,000 compounds, 0.076% hits; AID 602310, 2012;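 further: potency means the concentration at half of the fitted maximal effect; on the % scale 0 is the no-effect control and ±100 the full control effect; nearly all actives have a fitted effect of over 60% in size; hits raise eYFP signal because A3G escapes Vif-driven loss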
Target sequence (Q9HC16 whole entry, looked up): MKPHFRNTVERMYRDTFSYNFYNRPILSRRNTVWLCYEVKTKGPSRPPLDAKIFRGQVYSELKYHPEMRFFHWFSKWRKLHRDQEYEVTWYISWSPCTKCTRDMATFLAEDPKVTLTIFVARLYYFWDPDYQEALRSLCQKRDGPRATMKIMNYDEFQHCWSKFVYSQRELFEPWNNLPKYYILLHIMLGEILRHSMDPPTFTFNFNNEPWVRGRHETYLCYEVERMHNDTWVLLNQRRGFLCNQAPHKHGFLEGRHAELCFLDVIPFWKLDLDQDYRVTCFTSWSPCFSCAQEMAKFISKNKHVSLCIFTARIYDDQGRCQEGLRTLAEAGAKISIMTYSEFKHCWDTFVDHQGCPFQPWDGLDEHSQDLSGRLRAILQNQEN
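HeLa cells stably expressing Vif and C-terminally eYFP-tagged A3G, seeded overnight at 37 deg C, then exposed to compound by pintool overnight at 37 deg C. Rise in yellow fluorescence (Ex 488/Em 500-530, Acumen) marks blocked Vif-driven A3G degradation.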
Glioma ERSR ind: qHTS for Inducers of the Endoplasmic Reticulum Stress Response (ERSR) in Human Glioma: qHTS | U87-MG GRP78 promoter luciferase reporter, 16 h | Potency, µM, for inactives: top-dose activation, actives largely listed as activators | 420,000 compounds, 0.02% hits | AID 602332, 2012; further: potency means the concentration at half of the fitted maximal effect; series mostly up to about 76 µM; % of control where 0% means no effect; nearly all actives have a fitted effect of over 35% in size
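Stably transfected U87-MG glioma cells carrying a GRP78-based luciferase sensor; 16 h compound incubation. Luminescence end-point read 10 min after Bright-Glo addition at room temperature.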
mIDH1 inhibitor: qHTS for Inhibitors of mutant isocitrate dehydrogenase 1 (IDH1): qHTS; Isocitrate dehydrogenase [NADP] cytoplasmic (Homo sapiens), O75874; IDH1-R132H enzyme, NADPH consumption, diaphorase/resazurin fluorescence; Potency, µM (titrated, usually from 76.6 µM), for the others: at the highest dose activity change, negative = inhibition, hits mostly inhibitors; 390,000 compounds, 0.093% hits; AID 602179, 2012; further: potency means the concentration at half of the fitted maximal effect; on the % scale 0 is the no-effect control and ±100 the full control effect; nearly all actives have a fitted effect of over 65% in size
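IDH1-R132H (0.5 ug/mL) preincubated 30 min with compound, then NADPH (0.016 mM) and alpha-KG (2 mM) added; 80 min at RT, pH 7.5. Remaining NADPH coupled via diaphorase/resazurin to fluorescence (540/590 nm); concentration-response curves normalized to no-enzyme control.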
* = called active by the depositor; ? = inconclusive; · = no result given; [ ] = another dose, or the depositor's remark. Unless noted, the call rests on the fitted dose curve; in most records, active means well fitted curve in the direction sought with a large enough effect; inconclusive means small, poorly fitted or top-dose-only effect, or another doubt; inactive means no such curve, though single readings can be large; an effect the other way counts as inactive or inconclusive. This is a subset, so the mix of outcomes need not match the whole.

A first look:
SMILES	RGS4 inh	USP1-UAF1 inh	TrxR1 inh	LDHA inh	Vif-A3F inh	TrxR1 substrate	Vif-APOBEC3G blk	Glioma ERSR ind	mIDH1 inhibitor
Cc1cccc(C(=O)OC(C)CN2CCCC2)c1 (stereo not drawn)	11%	-8%	11%	-2	-24%	0%	4%	-4%	16%
Nc1ncc(S(=O)(=O)NCc2cccc(Cl)c2)cn1	-30%	-2%	18%[57.1 µM]	-3	-7%	4%[57.1 µM]	4%	-2%	19%

This part in full, repeating the preview:
SMILES	RGS4 inh	USP1-UAF1 inh	TrxR1 inh	LDHA inh	Vif-A3F inh	TrxR1 substrate	Vif-APOBEC3G blk	Glioma ERSR ind	mIDH1 inhibitor
Cc1cccc(C(=O)OC(C)CN2CCCC2)c1 (stereo not drawn)	11%	-8%	11%	-2	-24%	0%	4%	-4%	16%
Nc1ncc(S(=O)(=O)NCc2cccc(Cl)c2)cn1	-30%	-2%	18%[57.1 µM]	-3	-7%	4%[57.1 µM]	4%	-2%	19%
O=C(Nc1ccccc1-c1ccccc1NC(=O)c1ccco1)c1ccco1	-2%	-3%	-2%	-3	4%	1%	-20%	-3%	0%
COc1cc(C(=C(CC(=O)O)C(=O)O)c2ccc3c(c2)OCO3)cc(OC)c1OC	28%	-7%	10%[11.4 µM]	-5	3%	15%[57.1 µM]	1%	-3%	-1%
COc1ccc(CCN(Cc2ccc(C(C)C)cc2)S(=O)(=O)c2ccc(S(=O)(=O)N(C)C)cc2)cc1OC	14%	-22%	9%	-8	-6%	2%	-5%	1%	-5%
Cc1cc(C(=O)NCC(=O)OCC(=O)Nc2ccc(OC(F)F)cc2)ccc1[N+](=O)[O-]	6%	-21%	3%	-8	4%	-8%	-5%	-4%	0%
CCc1ccc(N2C(=O)CC(N(CC3CCCO3)C(=O)/C=C/C(=O)O)C2=O)cc1 (stereo not drawn)	8%	-4%	-20%	-1	3%	-10%	5%	-3%	2%
Cc1nn(C(C)c2n[nH]c(=S)n2-c2cccc(Cl)c2)c(C)c1[N+](=O)[O-] (stereo not drawn)	-17%	-13%	-19%	-7	0%	5%	-2%	-5%	1%
Cc1cc(N2CCOCC2)nc2ccc(NC(=S)NCCC(C)C)cc12	-9%	-12%	-16%	1	-3%	2%	-1%	-1%	-7%
CCN1C(=O)c2ccccc2S(=O)c2ccc(C(=O)NCc3ccccn3)cc21 (stereo not drawn)	-5%	-25%	15%	1	7%	7%[57.1 µM]	-3%	-2%	-1%
C#CCOCCOCCOCCNc1nc(N2CCOCC2)nc(N2CCN(C(=O)[C@H](CC(N)=O)n3cc([C@@H](N)C(C)C)nn3)CC2)n1	-7%	-8%	-4%[57.1 µM]	0	-4%	7%	-1%	-1%	0%
CC1(C(=O)NC2CCCCC2)CCC(=O)N1Cc1cccs1 (stereo not drawn)	3%	-16%	5%	-2	5%	7%	3%	-4%	-4%
COc1ccc(N2C(=O)C3CCCN3C2c2cccc(OC)c2OC)cc1 (stereo not drawn)	-26%	-7%	22%	-5	0%	-2%	1%	-5%	-2%
CC1CC(C)CN(C(=O)COC(=O)Cc2c[nH]c3ccccc23)C1 (stereo not drawn)	9%	-4%	4%	-6	-7%	-5%	0%	-3%	-5%
CC(C)=CC(=O)OCC(=O)Nc1ncc(Cl)c(C)c1Cl	1%	-14%	-18%[57.1 µM]	4	-10%	6%[57.1 µM]	-8%	2%	9%
Cc1ccc2c(Cl)cc(Cl)c(OCC(=O)NC3CCS(=O)(=O)C3)c2n1 (stereo not drawn)	22%	-3%	-22%	-3	-3%	-6%	9%	-2%	-5%
Oc1cncc(-c2cccnc2)c1	4%	-20%	14%	2	5%	3%	-6%	2%	9%
N#Cc1ccc(-c2cccs2)nc1SCc1ccc(Cl)cc1Cl	4%	-23%	3%	-4	-3%	12%	-4%	-2%	0%
CN(C)/C=C(/C(=O)c1ccc(Cl)cc1)S(C)(=O)=O	-30%	-13%	10%[57.1 µM]	-1	17%	-7%	-1%	-3%	3%
CC(C(=O)Nc1ccc(S(=O)(=O)N2CCCC2)cc1)N1CCN(C(=O)c2ccco2)CC1 (stereo not drawn)	2%	-22%	1%	0	-2%	3%	-1%	-4%	-3%
CCN(CC(=O)Nc1c(F)cccc1F)C(=O)c1cccnc1Sc1ccccc1	-7%	-16%	17%	0	11%	0%	2%	-3%	2%
Cc1onc(-c2ccccc2)c1C(=O)NC(=S)NNC(=O)c1cccnc1	-4%	-19%	5%[57.1 µM]	-7	10%	11%[57.1 µM]	-15%	-4%	1%
CC1(C)CC(NC(=O)c2cccc(S(=O)(=O)Nc3cccc(Cl)c3)c2)CC(C)(C)N1	-24%	-9%	14%	-4	0%	5%	2%	-3%	-14%
CCOC(=O)c1cc2nc(-c3ccco3)cc(C(F)(F)F)n2n1	8%	-8%	?	0	·	73%[activator]	-5%	-3%	7%
COc1ccc(OC)c(/C=N/NC(=O)C(O)c2ccccc2)c1 (stereo not drawn)	-10%	?	-49%	-2	5%	58%[activator][57.1 µM]	-2%	-4%	7%

3 of these compounds in another layout:
| Structure | RGS4 inh | USP1-UAF1 inh | TrxR1 inh | LDHA inh | Vif-A3F inh | TrxR1 substrate | Vif-APOBEC3G blk | Glioma ERSR ind | mIDH1 inhibitor |
| --- | --- | --- | --- | --- | --- | --- | --- | --- | --- |
| Cc1ccc2c(Cl)cc(Cl)c(OCC(=O)NC3CCS(=O)(=O)C3)c2n1 (stereo not drawn) | 22% | -3% | -22% | -3 | -3% | -6% | 9% | -2% | -5% |
| Oc1cncc(-c2cccnc2)c1 | 4% | -20% | 14% | 2 | 5% | 3% | -6% | 2% | 9% |
| N#Cc1ccc(-c2cccs2)nc1SCc1ccc(Cl)cc1Cl | 4% | -23% | 3% | -4 | -3% | 12% | -4% | -2% | 0% |

New compounds follow.
SMILES	RGS4 inh	USP1-UAF1 inh	TrxR1 inh	LDHA inh	Vif-A3F inh	TrxR1 substrate	Vif-APOBEC3G blk	Glioma ERSR ind	mIDH1 inhibitor
O=C1[C@H]2[C@@H](c3ccc(F)cc3)N3C(=O)N(c4cccc(Br)c4)C(=O)[C@@]3(Cc3ccc(Cl)cc3)[C@H]2C(=O)N1C1CCCCC1	5%	-2%	4%	-7	2%	-7%	3%	-2%	4%
FC(F)(F)c1ccc(NC(=S)NCc2ccccc2)cc1	13%	-25%	-7%[57.1 µM]	-16	-16%	-3%[57.1 µM]	0%	-7%	0%
COC(=O)c1ccc(NC(=O)CSc2nc3[nH]ncc3c(=O)[nH]2)cc1	-17%	-23%	10%[57.1 µM]	-7	1%	1%[57.1 µM]	2%	-1%	-3%
COC(=O)c1sc(N2C(=O)c3oc4cc(C)c(C)cc4c(=O)c3C2c2ccccc2F)nc1C (stereo not drawn)	-2%	-25%	1%	-4	-12%	1%	1%	-3%	23%
O=C(Nc1ccc(Nc2ccccc2)cc1)c1ccc(Cl)cc1	4%	-18%	21%	-3	7%	4%	-4%	5%	7%
COc1ccc(NC(=O)C(C)Sc2cc(-c3ccccc3)nc(C)n2)cc1Cl (stereo not drawn)	-15%	6%	11%	-3	-10%	0%	-4%	-2%	2%
Cc1cccc(C(=O)OCC(=O)Nc2nnc(-c3ccccc3)o2)c1O	-16%	?	6%	-1	2%	9%[57.1 µM]	1%	-1%	1%
O=C(c1cccs1)N1CCCc2cc(NS(=O)(=O)c3ccc(Cl)cc3)ccc21	16%	-16%	8%[57.1 µM]	-8	2%	-1%[57.1 µM]	-3%	-4%	23%
C(=N\n1cnc2ccccc21)/c1cccnc1	-9%	-9%	0%	-4	-8%	-8%	1%	6%	9%
CN1CCN(c2ccccc2NC(=O)c2ccc(Br)o2)CC1	30%	-15%	9%[57.1 µM]	-6	2%	5%[57.1 µM]	0%	1%	1%
COc1ccc(C=NNC(=O)CCCC(=O)NN=Cc2ccc(OC)c(OC)c2)cc1OC	-16%	-25%	-8%	-3	-9%	-6%	0%	-4%	3%
Cc1ccc2cccc(OCc3ccccc3)c2n1	12%	-16%	13%[57.1 µM]	-10	-1%	11%	0%	3%	16%
CCN(C[C@H]1N[C@@](C)(C(=O)OC)[C@H]2C(=O)N(Cc3ccccc3)C(=O)[C@@H]12)C(=O)c1ccccc1	9%	-7%	-4%	-1	4%	-6%	2%	-2%	-1%[38.3 µM]
CCCCOc1cccc(C(=O)N(Cc2ccc(C)o2)c2ccccn2)c1	3%	-25%	9%	-2	-2%	1%	1%	0%	4%
CC(C)NC(=O)CN(C(=O)CCC(=O)Nc1ccccn1)c1ccc(F)c(Cl)c1	7%	-3%	3%	-3	-5%	17%[57.1 µM]	-18%	-3%	0%
